# Yeast eIF2B = modulators of yeast eIF2B activity. S. cerevisiae eIF2B-epsilon R284H, GCN4-lacZ luminescence. AID 688. inhibition, % at 25 µM (by protocol). actives 0.91% (n = 27,000);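 active = mutant luminescence inhibited past about 50% while wild type luminescence and mutant growth stay under set limits, limit read from the data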; also: some compounds called inactive have numbers as strong as hits
#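 Material: yeast eIF2B-epsilon R284H mutant carrying GCN4–beta-galactosidase fusion. Medium: YPD yeast growth medium. Incubation: 16 h growth with compound at 30 °C, 90 min Beta-Glo step. Signal: Beta-Glo luminescence plus absorbance at 595 nm. Evaluation: % inhibition of reporter signal and growth versus controls. Doses: 25 µM single dose.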
# Yeast growth tox = Inhibitors of S. cerevisiae growth, toxicity; actives 0.3% (n = 30,000); S. cerevisiae wild-type growth, A595 turbidity, 16 h; growth inhibition, % at 25 µM (by protocol);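 active = mutant and wild-type yeast strains alike exhibit over 30% growth inhibition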;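 also: 0% = untreated cell controls and 100% = YPD media blanks without cells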
#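 Test system: Wild-type and eIF2Bepsilon-R284H mutant S. cerevisiae, screened separately | Dosing: Single 25 µM compound dose in 0.2% DMSO | Schedule: 16 h compound exposure during growth at 30 °C | Detection: A595 turbidity | Evaluation: Growth inhibition (%) versus cell controls and blanks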
# Yeast growth tox inhibition % = recorded beside Yeast growth tox, whose call it bears; growth inhibition, %; S. cerevisiae eIF2Bepsilon-R284H mutant growth, A595 turbidity, 16 h;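 each compound tested once at 25 µM; 0% equals untreated cells and 100% equals cell-free medium blanks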
# Yeast eIF2B mutant toxicity = second read-out of Yeast eIF2B, no call of its own (marks repeat the call); growth inhibition, %; measured here: mutant yeast growth, toxicity;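 each compound tested once at 25 µM; zero equals untreated control growth and 100 equals blank medium absorbance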
# Numbers without * were called inactive; . = no result given. This is a subset. The share of hits here may be higher or lower than overall.
SMILES,Yeast eIF2B,Yeast eIF2B mutant toxicity,Yeast growth tox,Yeast growth tox inhibition %
O=C(CNC(=O)c1ccco1)NCC(=O)OCc1cccc(Cl)c1,3.1,-19.1,-14.1,-19.1
COc1ccc(-c2c(NC(C)=O)n(C)c3ccccc3c2=O)cc1,22.2,10.3,-1.1,10.3
O=C1NCC(O)=C1C=NCCCO,21.2,1.8,20.2,1.8
CCCCCn1c(=O)[nH]c2cc(C(=O)NCCCN(CC)CC)ccc2c1=O,-5.7,3.9,1.7,3.9
CCn1c(=O)cc(O)c2ccccc21,2.9,11.1,5.9,11.1
CN(C(=O)CSc1nnc(-c2ccncc2)n1C)C1CCS(=O)(=O)C1 (configuration not stated),.,.,31.3,15.2
NS(=O)(=O)c1ccc(NC(=O)CSc2ccc3ccccc3n2)cc1,19.9,3.0,8.5,3.0
O=C(O)CCn1c(SCc2cccc3ccccc23)nc2ccccc21,.,.,11.9,15.4
COc1cc(CN2CCC(C(=O)N3CCC(C)CC3)CC2)cc(Br)c1O,.,.,15.9,-40.0
CCOC(=O)CSC1=C(C#N)C(c2ccc(C)s2)CC(=O)N1 (configuration not stated),16.3,3.2,9.2,3.2
Cc1ccnc2nc(C(=O)OCCOc3cccc(Br)c3)nn12,18.7,.,-8.3,0.0
COC(=O)c1ccc(NC(=O)CCNS(=O)(=O)c2cccc3nonc23)cc1,9.4,-14.3,1.9,-14.3
COc1ccc(N2C(=O)CC(NCc3ccc(F)cc3)C2=O)cc1 (configuration not stated),5.7,-3.9,-12.9,-3.9
Cc1ccc(S(=O)(=O)C(C#N)c2nc3ccccc3nc2N2CCN(C)CC2)cc1C (configuration not stated),-30.7,-7.1,3.0,-7.1
CCOC(=O)c1cnn2c1[nH]c(=O)c1ccccc12,24.2,-12.0,-2.0,-12.0
CCCC(=O)Nc1c(-c2cccs2)c(=O)c2ccccc2n1C,22.7,2.4,21.3,2.4
CC(C)(O)/C=C1/Oc2ccccc2C1N1CCCCC1 (configuration not stated),-10.6,20.7,6.0,20.7
COc1ccc(NC2C=CS(=O)(=O)C2)cc1 (configuration not stated),15.1,-55.6,12.7,-55.6
CCc1ccc(C(=O)COC(=O)c2cccs2)cc1,19.7,17.9,12.4,17.9
CCCOC(=O)/C(C)=N\NC(=O)c1ccco1,.,.,16.0,10.6
CCOc1ccc(C(=O)NCC(=O)OC(C)C(=O)NCc2ccco2)cc1OCC (configuration not stated),-2.2,7.7,6.4,7.7
CCOC(=O)Cc1nnc(NC(=O)c2ncn[nH]2)s1,-25.9,.,17.6,0.0
Cn1nnc2cc(C(=O)NCCC3=CCCCC3)ccc21,0.8,.,22.6,0.0
COc1ccccc1N/C(N)=N/c1nc(CSc2ccc(C)cc2)cc(=O)[nH]1,-6.5,-13.6,-1.9,-13.6
CCCNC(=O)c1c[nH]c2ccc(S(=O)(=O)N(C)c3ccc(OCC)cc3)cc2c1=O,2.9,9.1,-18.3,9.1
O=C(NCCS(=O)CCNC(=O)C(F)(F)F)C(F)(F)F,26.7,-3.2,9.8,-3.2
COc1ccc(OCCCC(=O)NC(C)c2ccccc2)cc1 (configuration not stated),7.2,13.8,22.7,13.8
COc1cc(OC)cc(C(=O)Nn2cc(C(=O)N3CCN(C)CC3)c3ccccc3c2=O)c1,5.0,2.6,-8.1,2.6
CCC(C(=O)Nc1cc(C)nn1-c1nc(C)cc(C)n1)c1ccccc1 (configuration not stated),22.3,-18.2,0.6,-18.2
O=C(Cn1nnc(-c2ccccc2NC(=O)C2CC2)n1)NC1CCCCC1,17.9,7.4,5.5,7.4
CCN(CC)CCNC(=O)c1c(C)n(-c2ccccc2)c2cc(Br)c(OC)cc12,-2.5,-7.5,14.3,-7.5
Cc1cc2n(c1)CCn1c(C)ccc1-2,22.1,11.5,-6.5,11.5
O=C(Nc1cccc(F)c1)NC1CC2CCCC(C1)N2C1CC1 (configuration not stated),-7.5,-4.0,4.8,-4.0
Cc1nc(C(C)(C)O)n(-c2ccccc2)n1,11.1,10.3,3.1,10.3
CCOC(=O)/C=C/C(=O)OCC(=O)Nc1ccc(Cl)cn1,.,.,-2.6,13.0
CCCCN(C)CCCNC(=O)Cn1c(=O)sc2ccccc21,21.1,.,0.0,0.0

# Some entries already given, limited to Yeast growth tox inhibition %:
Compound	Yeast growth tox inhibition %
Cc1cc2n(c1)CCn1c(C)ccc1-2	11.5
O=C(Nc1cccc(F)c1)NC1CC2CCCC(C1)N2C1CC1 (configuration not stated)	-4.0

# (next part)
SMILES,Yeast eIF2B,Yeast eIF2B mutant toxicity,Yeast growth tox,Yeast growth tox inhibition %
O=C(c1cccn2c(=O)c3ccc(Cl)cc3nc12)N1CCN(Cc2ccc3c(c2)OCO3)CC1,21.4,-3.2,-1.8,-3.2
Cc1nc(N)sc1-c1nnc(SCC(=O)Nc2ccccc2C(F)(F)F)n1C,19.5,34.4,14.5,34.4
CC(/C=C/c1ccco1)=N\NC(=O)c1cccnc1,-7.4,11.1,10.4,11.1
CCC1CCCCN1C(=O)C1CC(c2cc(Cl)c(OC)cc2OC)=NO1 (configuration not stated),37.0,9.1,-5.9,9.1
O=C(c1ccc(OCC2CCCO2)cc1)N1CCN(c2ccccc2)CC1 (configuration not stated),17.0,-3.5,21.0,-3.5
CCOC(=O)C1C(=O)NC(SCC(N)=O)=C(C#N)C1c1ccccc1OCC (configuration not stated),28.0,-2.7,2.5,-2.7
N#CC1=C(N)Oc2cc(N)ccc2C1C1CCCCC1 (configuration not stated),15.8,.,.,.
COc1cc(-c2nc(-c3ccc(C)nc3OC)no2)cc(OC)c1OC,18.0,-38.1,-13.1,-38.1
Cc1cn2c(nc1=O)OC1C(O)C(COC(=O)c3ccccc3)OC12 (configuration not stated),-29.0,13.8,2.5,13.8
O=C(Nc1cccc(C(=O)N2CCCC2)c1)c1ccccc1Cl,4.7,16.2,16.9,16.2
CCN1CCN(Cc2ccc(NC(=O)Nc3ccc(SC)cc3)cc2)CC1,-7.8,.,.,.
CC(C)c1cc(NCC2CCCO2)n2c(nc3ccccc32)c1C#N (configuration not stated),.,.,-3.9,5.1

# In a second layout: five of the compounds above
compound	Yeast eIF2B	Yeast eIF2B mutant toxicity	Yeast growth tox	Yeast growth tox inhibition %
N#CC1=C(N)Oc2cc(N)ccc2C1C1CCCCC1 (configuration not stated)	15.8	.	.	.
COc1cc(-c2nc(-c3ccc(C)nc3OC)no2)cc(OC)c1OC	18.0	-38.1	-13.1	-38.1
Cc1cn2c(nc1=O)OC1C(O)C(COC(=O)c3ccccc3)OC12 (configuration not stated)	-29.0	13.8	2.5	13.8
O=C(Nc1cccc(C(=O)N2CCCC2)c1)c1ccccc1Cl	4.7	16.2	16.9	16.2
CCN1CCN(Cc2ccc(NC(=O)Nc3ccc(SC)cc3)cc2)CC1	-7.8	.	.	.

# Going on with the list.
SMILES,Yeast eIF2B,Yeast eIF2B mutant toxicity,Yeast growth tox,Yeast growth tox inhibition %
CCCc1[nH]n(-c2nc3ccccc3s2)c(=O)c1C=NCC(C)C,-16.1,-5.0,-34.8,-5.0
NC(=O)c1cc2nc(-c3ccco3)cc(C(F)(F)F)n2n1,12.7,.,-8.0,0.0
COc1ccc(CCNc2nc(N3CCOCC3)nc(N3CCOCC3)n2)cc1OC,-30.5,19.1,-7.3,19.1
CCN(CC)S(=O)(=O)c1cccc(-c2nnc(SCc3nc4ccccc4s3)o2)c1,.,.,2.3,-4.3
CCOc1cc2[nH]c(=O)n(CC3CCC(C(=O)NC4CCCCC4)CC3)c(=O)c2cc1OCC (configuration not stated),19.9,-22.2,13.9,-22.2
CCOc1ccc(C(=O)N2CCCC2C(=O)O)cc1 (configuration not stated),8.6,.,-0.4,0.0
CCC(C)(C)n1nnnc1C(c1ccncc1)N1CCC(Cc2ccccc2)CC1 (configuration not stated),5.8,20.3,10.6,20.3
Cc1cc(=O)oc(C)c1C(=O)NCCC(C)C,17.1,12.9,-0.2,12.9
CO/N=C/C(=N\Nc1ccc(C)cc1)C(=O)c1ccc(OC)cc1,2.4,-6.1,-8.5,-6.1
C/C(CC1(O)/C(=N/O)CCc2nonc21)=N\O (configuration not stated),31.2,-13.8,-12.5,-13.8
CS(=O)(=O)N(CC(=O)N1CCN(c2ccccc2F)CC1)C1CCCCC1,-14.6,2.4,-12.4,2.4
CCOc1ccc2[nH]c(=O)c(CN(CCN3CCOCC3)Cc3nnnn3C(C)(C)CC)cc2c1,.,.,8.7,-1.8
CCCOc1ccc(C(CC(=O)O)NC(=O)c2cccs2)cc1 (configuration not stated),12.3,3.0,10.7,3.0
CCN(CC)c1cc(Oc2ccccc2)ncn1,14.1,-7.7,-3.1,-7.7
Cn1c(N)c(C(=O)COC(=O)C23CC4CC(CC(C4)C2)C3)c(=O)n(C)c1=O,.,.,6.5,11.6
Cc1ccc(C(C#N)c2ccc(C(=O)c3ccc(F)cc3)cc2)cc1 (configuration not stated),15.4,6.1,46.3,6.1
CCOC(=O)CC1C(=O)NCCN1C(=O)c1ccc(F)cc1F (configuration not stated),21.1,18.9,6.7,18.9
O=C(NC1CCCCC1)C1c2ccccc2C(=O)N1Cc1ccco1 (configuration not stated),12.5,9.5,7.6,9.5
Cn1c(CN2CCOCC2)nnc1SCC(=O)Nc1nccs1,24.7,-13.6,-9.7,-13.6
Cc1cnc(C(=O)OCC(=O)c2csc(N3CCCCC3)n2)cn1,32.7,7.7,-4.3,7.7
CNc1nc(N2CCc3ccccc32)ncc1F,37.1,.,6.8,0.0
CC1CCCN(C(=O)CSc2nc3ccccc3o2)C1 (configuration not stated),-2.9,-9.5,9.3,-9.5
COc1ccc(C2C3=C(CC(C)(C)CC3=O)Oc3ncn4nc(-c5cccnc5)nc4c32)cc1 (configuration not stated),16.5,4.8,-5.6,4.8
CCOC(=O)C(NC(=O)CC)(Nc1ccc(S(=O)(=O)Nc2cc(C)on2)cc1)C(F)(F)F (configuration not stated),1.1,-3.5,-3.3,-3.5

# Some of the entries so far, with values under each structure:
# Order of results: Yeast eIF2B, Yeast eIF2B mutant toxicity, Yeast growth tox, Yeast growth tox inhibition %
> Cn1c(CN2CCOCC2)nnc1SCC(=O)Nc1nccs1
→ 24.7, -13.6, -9.7, -13.6
> O=C(NC1CCCCC1)C1c2ccccc2C(=O)N1Cc1ccco1 (configuration not stated)
→ 12.5, 9.5, 7.6, 9.5

# Other compounds:
SMILES,Yeast eIF2B,Yeast eIF2B mutant toxicity,Yeast growth tox,Yeast growth tox inhibition %
CCOC(=O)CSc1nnc2n(C3CCCCC3)c(=O)c3c4c(sc3n12)CCCC4,11.5,-3.5,-2.5,-3.5
O=c1[nH]c2ccc(Cl)cc2c(-c2ccccc2)c1SC(=S)N1CCCCC1,.,.,17.1,21.7
OC1CCN(C(=S)NCCc2ccccc2)CC1,20.4,10.0,30.8,10.0
O=C(N/N=C/c1ccc([N+](=O)[O-])s1)c1cccc(Br)c1,-2.2,-3.6,-51.8,-3.6
Cc1cc(C)n(CC(=O)NCc2cc(-c3nn(C)c(=O)c4ccccc34)ccc2C)n1,29.1,6.7,-14.3,6.7
Cc1cccc(C)c1NC1=NC(C)(C)N=C(N)N1,.,.,-17.3,-14.3
c1ccc(OCc2nn3c(-c4ccncc4)nnc3s2)cc1,-1.9,14.3,-1.6,14.3
COc1ccc(-n2c(COc3ccccc3)nnc2SCC(N)=O)cc1,38.1,-7.4,9.4,-7.4

# Complete entries, looked up by structure:
# Cc1cc(C)n(CC(=O)NCc2cc(-c3nn(C)c(=O)c4ccccc34)ccc2C)n1 as listed: Yeast eIF2B: 29.1; Yeast eIF2B mutant toxicity: 6.7; Yeast growth tox: -14.3; Yeast growth tox inhibition %: 6.7
# CCOC(=O)CSc1nnc2n(C3CCCCC3)c(=O)c3c4c(sc3n12)CCCC4 as listed: Yeast eIF2B: 11.5; Yeast eIF2B mutant toxicity: -3.5; Yeast growth tox: -2.5; Yeast growth tox inhibition %: -3.5

# Compound activity: PubChem, PCMD
